Screens deposited in PubChem by The Scripps Research Institute Molecular Screening Center.
PRMT1 inh: inhibitors of human PRMT1. recombinant PRMT1, activity-based probe fluorescence polarization. AID 652257. Q99873. 370,000 compounds, 1.3% hits. inhibition, % at 2.79 µM;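 active means inhibition above about 21% made by adding two undisclosed values, limit read from the data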
PG9 Ab binder: binds the HIV-1 gp120 antibody PG9. 360,000 compounds, 0.43% hits. TR-FRET gp120-PG9 antibody binding. inhibition, % at 6.7 µM; in the data active means inhibition above about 8.5%
LEDGF integ inh: blocks HIV-1 LEDGF/p75-dependent DNA integration; TR-FRET IN-LEDGF/p75 DNA integration, Eu/Cy5; inhibition, % at 3.7 µM; 370,000 compounds, 0.64% hits;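 active means inhibition above the screen-wide mean plus 3 SD, cut at about 13% in these data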;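 further: signal is the Cy5 over europium emission ratio at 671 and 618 nm; 0% = plate median of compound wells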
HTRA1 inhibitor: blocks human HTRA1 serine peptidase. Q92743. recombinant HTRA1, FP-rhodamine activity-based probe, fluorescence polarization. inhibition, % at 5.96 µM. 340,000 compounds, 0.5% hits. AID 504803; in the data active means inhibition above about 36%;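 further: 0% = enzyme with DMSO and 100% = wells lacking enzyme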
SIAE primary: human SIAE inhibition, primary screen; Q9HAT2; SIAE FP-Rh probe binding, fluorescence polarization; inhibition, % at 9.66 µM; 370,000 compounds, 0.69% hits;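 active means inhibition above a cutoff: mean of compounds within the control limits plus 3 SD of those, cut at about 17% in these data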;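 further: 0% = plate median of compound wells and 100% = probe without SIAE protein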
Target sequence (Q9HAT2 whole entry, looked up): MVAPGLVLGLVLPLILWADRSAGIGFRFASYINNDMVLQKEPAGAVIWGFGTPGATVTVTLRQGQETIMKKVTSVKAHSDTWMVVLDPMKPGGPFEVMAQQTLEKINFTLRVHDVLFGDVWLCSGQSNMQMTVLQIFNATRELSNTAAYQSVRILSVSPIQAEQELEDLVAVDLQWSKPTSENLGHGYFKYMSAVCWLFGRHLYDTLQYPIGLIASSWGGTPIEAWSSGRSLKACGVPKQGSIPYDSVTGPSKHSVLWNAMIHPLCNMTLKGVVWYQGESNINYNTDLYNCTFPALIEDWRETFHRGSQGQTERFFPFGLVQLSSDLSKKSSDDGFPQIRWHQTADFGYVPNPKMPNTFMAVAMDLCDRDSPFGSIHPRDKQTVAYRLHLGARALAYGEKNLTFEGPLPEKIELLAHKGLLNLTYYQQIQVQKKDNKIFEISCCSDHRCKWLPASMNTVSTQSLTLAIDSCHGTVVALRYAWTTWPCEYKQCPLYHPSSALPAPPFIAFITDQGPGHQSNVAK
TDP2 inh: blocks human TDP2 phosphodiesterase activity; O95551; recombinant TDP2, T5PNP hydrolysis, p-nitrophenol absorbance 415 nm; inhibition, % at 12.8 µM; 370,000 compounds, 0.34% hits;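 active means inhibition above the mean of all tested compounds plus 3 SD, set per campaign, cut at about 25% in these data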;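 further: 0% = DMSO with enzyme and 100% = buffer with substrate but no TDP2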
Target sequence (O95551 whole entry, looked up): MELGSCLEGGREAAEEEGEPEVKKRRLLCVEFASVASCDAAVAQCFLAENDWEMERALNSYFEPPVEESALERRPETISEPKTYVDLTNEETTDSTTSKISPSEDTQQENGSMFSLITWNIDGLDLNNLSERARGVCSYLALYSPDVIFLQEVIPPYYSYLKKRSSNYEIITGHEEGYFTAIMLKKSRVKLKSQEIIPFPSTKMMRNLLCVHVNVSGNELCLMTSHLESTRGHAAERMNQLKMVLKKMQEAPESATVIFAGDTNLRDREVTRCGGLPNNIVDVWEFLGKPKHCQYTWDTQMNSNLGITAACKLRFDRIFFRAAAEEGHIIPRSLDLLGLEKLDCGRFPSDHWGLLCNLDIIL
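Assay system: recombinant human TDP2 / Reagent: T5PNP substrate at 5 mM, a TopII-DNA adduct mimic / Measured by: epi absorbance from released p-nitrophenol / Evaluation: % inhibition relative to enzyme-containing and enzyme-free wells / Control set: enzyme-free and DMSO wells / Replicates: each compound tested once, singlicate / Schedule: enzyme reaction with compound for 2 h at 37 °C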
Tn7 DDE FP: DD(E)-Tn7 binding inhibition, primary FP screen; P02675; FP displacement of FITC-Tn7 peptide from fibrin DD(E); 0% = median of compound wells per plate; inhibition, % at 8.3 µM; 370,000 compounds, 0.13% hits; AID 720508;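 active means inhibition above the mean of compounds falling within the control limits plus 3 SD of them, cut at about 14% in these data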;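 further: 0% = plate median of compound wells and 100% = 10 µM Aha-Tn7 peptide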
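Assay system: Fibrin-DD(E) protein isolated from polymerized human fibrin clots; read-out basis: percent inhibition; medium: Tris/NaCl/CaCl2 buffer, pH 7.8; signal: FP measurement; incubation: 10 min plus 3 h, room temperature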
TCR-CD3 inh: inhibitors of human TCR-CD3 interaction | 360,000 compounds, 0.37% hits | AID 651800 | inhibition, % at 9.4 µM | TAMRA-labeled TCR probe fluorescence, biochemical; in the data active means inhibition above about 19%;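 further: recombinant mutant TCR 2C K166C tagged with TAMRA read by polarization; 0% = receptor in buffer alone and 100% = receptor with positive control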
UHRF1 binding: human UHRF1 methylated DNA binding inhibitors; Q96T88; UHRF1 binding to methylated oligo, TR-FRET; inhibition, % at 4.4 µM; 370,000 compounds, 0.75% hits; AID 687016; in the data active means inhibition above about 21%;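 further: UHRF1 SRA domain binding a hemimethylated CpG hairpin DNA probe; 0% = median of test compound wells and 100% = reference inhibitor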
ABHD4 inh: inhibitors of mouse ABHD4; Q8VD66; purified mABHD4, FP-Rh probe fluorescence polarization; inhibition, % at 8.92 µM; 370,000 compounds, 0.54% hits;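 active means inhibition exceeding the mean over every tested compound plus 3 SD, cut at about 30% in these data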;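 further: 0% = plate median of compound wells and 100% = S159A mutant with DMSO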
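assay system = mABHD4 protein | compound dosing = single nominal dose of 8.92 µM, 0.89% DMSO final | read-out basis = percent inhibition of probe binding, normalized to plate controls | schedule = Enzyme–compound pre-incubation 45 min, then probe 60 min, both 25 °C | detection = fluorescence polarization, excitation 525 nm, emission 598 nm, BODIPY TMR filters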
* marks the source's active call; other numbers are inactive results; x = not tested or not shown.

SMILES	PRMT1 inh	PG9 Ab binder	LEDGF integ inh	HTRA1 inhibitor	SIAE primary	TDP2 inh	Tn7 DDE FP	TCR-CD3 inh	UHRF1 binding	ABHD4 inh
O=C(CC1Nc2cccc3cccc(c23)NC1=O)Nc1ccccc1 (stereo not given)	10	-11	7	72*	23*	17	-9	4	-8	32*
CCOC(=O)[C@H]1[C@H]2COc3cc(OC)ccc3[C@@H]2N2C(=O)CN(Cc3ccccc3)C(=O)[C@@]12C	0	1.9	2	-5	2	-2	-6	6	-2	11
COc1ccc(Cn2nnnc2CN2CCc3ccccc32)cc1	-4	-0.7	3	-5	11	3	-3	-5	0	1
O=C(O)c1ccc(NS(=O)(=O)/C=C/c2ccccc2)cc1	1	-1.4	1	5	1	3	-9	-1	2	-5
Cc1n[nH]c(C)c1S(=O)(=O)NC(C)Cc1ccccn1 (stereo not given)	-1	x	3	x	6	1	-4	x	4	-1
Cc1ccc(N2CC(C(=O)Nc3cccc(S(=O)(=O)N4CCOCC4)c3)CC2=O)cc1 (stereo not given)	1	1.2	4	-2	-5	-9	-7	-1	1	-7
CCCn1nnnc1NC(=O)COc1ccc(Br)cc1	-2	-1.4	2	5	-2	-5	-6	0	2	-8
O=C(Nc1cccc(S(=O)(=O)N2CCCCC2)c1)c1ccccn1	-5	-1.5	0	0	4	12	-2	0	1	-5
COc1ccc(/C=C/C(=O)Nc2ccc(C)c(S(=O)(=O)N3CCOCC3)c2)cc1	2	0.4	2	-39	-44	-8	-7	0	-1	-30
CN(C)S(=O)(=O)Nc1cccc(-c2cn3c(n2)SCC3)c1	-1	-2.0	2	4	-1	11	-2	1	3	1
CCOC(=O)c1c(NC(=S)NCCc2ccccc2)sc2c1CC(C(C)C)OC2 (stereo not given)	-1	1.4	0	-8	0	2	9	3	-1	-9
CC1(C)CC(NC(=O)c2cccc(F)c2)CC(C)(C)N1	-4	-2.4	3	6	-1	2	-5	-8	2	-6
Cc1ccc(C(=O)NCC(=O)OCC(=O)NCCc2ccccc2)s1	-1	0.6	2	0	-4	-1	-1	4	1	9
O=C1c2ccccc2S(=O)(=O)c2cc(N3CCN(c4ccccc4)CC3)ccc21	1	0.1	-1	x	0	6	-3	0	5	1
O=C(COc1ccc(Br)cc1)NNC(=O)c1cc(S(=O)(=O)N2CCOCC2)ccc1Cl	-3	-0.8	35*	2	-1	-1	3	4	-2	1

Look-ups from above.
`CCCn1nnnc1NC(=O)COc1ccc(Br)cc1` – PRMT1 inh: -2
`Cc1ccc(C(=O)NCC(=O)OCC(=O)NCCc2ccccc2)s1` – PG9 Ab binder: 0.6
`O=C(COc1ccc(Br)cc1)NNC(=O)c1cc(S(=O)(=O)N2CCOCC2)ccc1Cl` – LEDGF integ inh: 35*
`O=C(Nc1cccc(S(=O)(=O)N2CCCCC2)c1)c1ccccn1` – ABHD4 inh: -5
`CN(C)S(=O)(=O)Nc1cccc(-c2cn3c(n2)SCC3)c1` – SIAE primary: -1

Next compounds
SMILES	PRMT1 inh	PG9 Ab binder	LEDGF integ inh	HTRA1 inhibitor	SIAE primary	TDP2 inh	Tn7 DDE FP	TCR-CD3 inh	UHRF1 binding	ABHD4 inh
c1ccc(SC23CC4CC(CC(C4)C2)C3)nc1	3	-1.6	-5	5	-3	0	10	-3	1	-10
Cc1ccc(N2C(=O)Nc3ccccc3C2(O)C(=O)NCCCOC(C)C)cc1C (stereo not given)	0	0.4	-6	5	-6	-7	9	-1	1	4
COc1ccccc1NC(=O)c1ccc(S(=O)(=O)N(C)c2ccccc2OC)cc1	0	0.0	-4	-10	-4	-5	4	0	-1	-10
O=C(O)/C=C/c1ccc(Oc2ncccn2)cc1	3	0.0	-8	-5	-6	-2	5	-4	1	-2
Cc1nc2ccc(S(=O)(=O)NC(CC(C)C)C(=O)O)cc2s1 (stereo not given)	35*	-1.1	-4	-1	2	-6	-10	4	0	-12
c1coc(CNC2CCCCC2)c1	-2	0.1	2	1	-6	3	9	9	-2	7
COc1ccc(/C=C/C(=O)Nc2nonc2NC(C)=O)cc1	1	-0.2	-3	-15	-24	3	6	2	1	-9
O=C1NC(C(=O)O)=CC(c2ccc([N+](=O)[O-])cc2)N1 (stereo not given)	6	0.1	-1	4	7	3	6	11	-2	3
CCSc1nc2ccccc2n1CC(N)=O	-1	-3.2	2	0	3	-9	-5	-1	4	1
COc1ccc(Br)cc1S(=O)(=O)NNC(=O)c1c(C)nc2ccccn12	1	-2.0	1	x	5	5	-1	2	3	2
CC(CN(C)Cc1ccccc1)OC(=O)c1ccccc1F (stereo not given)	-1	-2.2	-2	2	-3	6	0	-2	2	5
CCCCN(C)C(=O)C1CCN(Cc2ccccn2)CC1	-2	-2.5	-2	-1	6	-1	4	2	1	9
COc1ccc(C(=O)c2ccc(Cl)cc2)cc1	0	-0.3	-5	1	-2	-1	-1	-4	2	-6
Cc1ccc2c(c1)c1nnc(SCC(=O)NC3CC3)nc1n2C	1	-0.4	-3	1	-4	1	7	0	-7	-2
COc1ccc(C2CC(c3c(-c4ccccc4)c4cc(Cl)ccc4[nH]c3=O)=NN2C(=O)CCC(=O)O)cc1 (stereo not given)	-2	-0.4	3	-9	-6	6	0	10	1	-8
COc1cccc(-c2nc(CC(=O)O)cs2)c1OC	2	3.1	2	4	3	3	6	-7	3	-4
Cc1nc(N2CCN(S(=O)(=O)c3ccccc3)CC2)c2c3c(sc2n1)CC(C)CC3 (stereo not given)	-4	0.8	2	2	-1	-7	-3	-3	3	1
N#CC1(c2ccccc2)CCCN1C(=O)c1ccccc1Cl (stereo not given)	-1	2.4	-2	2	7	2	3	-6	4	0
Cn1nnc(NC(=O)CSc2ccc(Cl)cc2)n1	-1	-1.1	3	2	9	-8	-3	5	-2	-9
CC(=O)Nc1ccc(S(=O)(=O)NNC(=O)c2ccc(C)cc2)cc1	4	0.6	-1	-2	2	1	4	-3	-2	-2
C=CCCC(=O)N1C[C@@H](CO)[C@@H](NC)C[C@H]1c1ccccc1Br	7	-0.9	2	x	9	3	4	-6	1	7
O=C(NNC(=O)c1cc2ccccc2o1)c1ccc(F)cc1	3	0.3	5	-2	7	0	-2	-2	-1	3
COc1cc(C(=O)NC2CC3CCCC(C2)N3Cc2ccccc2)cc(OC)c1OC (stereo not given)	1	-1.5	2	7	-4	-5	-4	6	-1	1
Cn1c(=O)c2[nH]c(CCc3ccncc3)nc2n(C)c1=O	-2	0.4	1	3	-3	11	1	-1	-3	2
CC(C)(C)NCc1cccn1-c1sc2c(c1C#N)CCCC2	6	3.5	2	12	6	-12	9	0	7	-6
c1ccc(-c2c[nH]c3cccc(-c4cc5ccccc5o4)c23)cc1	-5	x	4	x	-3	-1	0	x	-1	3
CC(C)(C)C(=O)COC(=O)C1=NN(c2ccccc2)C(=O)CC1	-2	0.1	0	12	-2	16	0	7	-1	4
Cc1nnc2c(N(C)S(=O)(=O)c3ccccc3)nc3ccccc3n12	3	-1.1	4	1	-2	-7	-1	5	0	0
CCOc1ccc(Cc2onc3c2C(=O)CCC3)cc1OCC	-6	-1.1	6	-2	-2	-10	-2	0	3	-4
Fc1ccc(N2CCN(Cc3cn[nH]c3-c3ccccc3)CC2)cc1	-3	-1.1	-1	-6	-1	19	-7	4	8	3

Whole records as entered above. Screens in order: PRMT1 inh	PG9 Ab binder	LEDGF integ inh	HTRA1 inhibitor	SIAE primary	TDP2 inh	Tn7 DDE FP	TCR-CD3 inh	UHRF1 binding	ABHD4 inh
CCOc1ccc(Cc2onc3c2C(=O)CCC3)cc1OCC is entered as -6	-1.1	6	-2	-2	-10	-2	0	3	-4
c1ccc(-c2c[nH]c3cccc(-c4cc5ccccc5o4)c23)cc1 is entered as -5	x	4	x	-3	-1	0	x	-1	3

(cont.)
SMILES	PRMT1 inh	PG9 Ab binder	LEDGF integ inh	HTRA1 inhibitor	SIAE primary	TDP2 inh	Tn7 DDE FP	TCR-CD3 inh	UHRF1 binding	ABHD4 inh
CCOC(=O)N1CCN(C(=O)C[C@H]2C(=O)N(CCCOC)C3=CCCC[C@@]32C(=O)OCC)CC1	1	x	-5	x	2	-4	-6	x	-3	5
CCc1nc2ccc(C(=O)NCCc3ccc(OC)c(OC)c3)cc2nc1CC	0	-0.5	-2	5	-2	-4	0	4	2	-1
CCNC(=S)N1CCN(c2ncccn2)CC1	2	-0.2	3	0	0	-17	-8	4	-1	-2
O=C(CN1CCOCC1)Nc1ncc(Cc2ccccc2Cl)s1	-2	0.6	6	-2	-5	-20	-1	-4	0	-8
CC1CN(C2=Nc3cccc4cccc2c34)CC(C)O1 (stereo not given)	15	-5.0	-10	7	-4	-11	-3	1	-4	0
Cc1ccc(C(=O)Nc2ccc(-c3csc(C)n3)cc2)cc1	5	-0.9	1	-1	-3	-2	-3	2	1	3
O=C(Nc1ccc(F)cc1F)c1ccc(S(=O)(=O)N2CCCCC2)cc1	0	-0.6	3	-6	-12	-28	4	4	3	-8
O=c1ccc2ccc(O)cc2o1	2	3.7	-4	3	3	-8	-7	-2	2	3
N#Cc1ccc(-c2nc3c(Cl)cc(C(F)(F)F)cn3c2Cc2ccsc2)cc1	-2	-0.7	2	x	-2	0	7	3	5	-17
CCOc1ccc(NC(=O)CN(C)C(=O)CCc2ccccc2Cl)cc1OCC	-4	-0.2	1	1	-14	-30	1	8	0	-6
CC(=N[C@@H]1CCCC[C@H]1N=C(C)c1ccccc1O)c1ccccc1O	1	-0.7	0	0	5	0	9	1	-2	-1
COc1ccc(N2CC(C(=O)NCCc3ccc(Cl)cc3)CC2=O)c(OC)c1 (stereo not given)	1	1.3	-3	0	-6	-1	9	-17	0	-7
O=C(NC1CCCc2ccccc21)c1ccc(F)cc1F (stereo not given)	-1	0.6	3	-9	6	17	-6	8	0	3
Cc1ccccc1CN(C)C(=O)[C@H](Cc1ccccc1)NC(=O)c1ccco1	4	5.1	1	-9	7	4	2	-7	5	-4
Cc1ccc(SCC(=O)NCCCN2CCOCC2)cc1	-4	1.6	1	0	4	3	11	6	-3	-4
COc1cccc(OC)c1OCCCOc1c(OC)cccc1OC	-3	1.7	2	0	4	4	2	3	-2	0
OC(c1ccccc1)c1nc(-c2cccc3cccnc23)cs1 (stereo not given)	-6	-1.4	0	x	4	-3	0	9	-1	-4
Cc1nc(-c2ccc(F)cc2)c(CC(=O)N(C)CC(=O)Nc2cccc(F)c2)s1	-2	-0.8	-1	1	9	-7	4	-2	-3	-3
O=C(O)CCCCCCNC(=O)c1cncc(O)c1	-2	-2.7	3	-1	23*	7	-5	8	0	-1
O=C(NCc1ccccc1)C(c1ccncc1)n1c(=O)c(-c2ccco2)nc2ccccc21 (stereo not given)	8	-1.6	5	x	3	15	-1	8	-7	11
O=P(COCCCCCOCP(=O)(c1ccccc1)c1ccccc1)(c1ccccc1)c1ccccc1	4	1.3	-2	1	-1	-4	2	-6	2	-1
CCN(CC)CCCNC(=O)c1ccc2c(Cl)c3c(nc2c1)CCCC3	1	-0.1	0	-6	5	3	-1	1	2	1

Compounds as they come (roughly 4.2% active in at least one column).
